# Assay outcomes as filed in PubChem.
# CHRM4 agonist – human M4 muscarinic receptor agonists, primary screen, CHO-K1 cells, Fluo-8 calcium fluorescence; Muscarinic acetylcholine receptor M4 (Homo sapiens), P08173; CHO-K1 hM4/Gqi5; vehicle 0%, full acetylcholine response 100%; activation, % at 3 µM; actives 0.14% (n = 360,000);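 active = activation above the run mean over all test wells plus 3 SD, cut at about 32% in these data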;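 note: peak over basal fluorescence ratio per well then scaled between controls; 0% = DMSO wells and 100% = acetylcholine at EC100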
# Target sequence (P08173 whole entry, looked up): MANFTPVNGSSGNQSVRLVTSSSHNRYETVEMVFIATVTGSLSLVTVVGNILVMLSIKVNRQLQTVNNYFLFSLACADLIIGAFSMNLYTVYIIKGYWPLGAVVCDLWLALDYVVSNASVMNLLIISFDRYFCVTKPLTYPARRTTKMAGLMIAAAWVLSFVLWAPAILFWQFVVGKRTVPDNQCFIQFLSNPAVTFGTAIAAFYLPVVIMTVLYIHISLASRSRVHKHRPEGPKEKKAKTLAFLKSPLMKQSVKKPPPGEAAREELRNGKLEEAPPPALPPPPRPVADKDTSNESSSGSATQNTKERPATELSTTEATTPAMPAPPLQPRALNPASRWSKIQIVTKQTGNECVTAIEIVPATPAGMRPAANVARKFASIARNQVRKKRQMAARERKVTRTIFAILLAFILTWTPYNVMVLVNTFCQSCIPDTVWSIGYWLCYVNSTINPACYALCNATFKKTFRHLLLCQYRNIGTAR
# CHRM5 agonist – human M5 muscarinic receptor agonists, primary screen, CHO-K1 cells, Fluo-8 calcium fluorescence. activation, % at 3 µM. actives 0.19% (n = 360,000). Muscarinic acetylcholine receptor M5 (Homo sapiens), P08912. CHO-K1 hM5 cells; 0% DMSO wells, 100% maximal acetylcholine response;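 active = activation above the run's mean over test compounds plus 3 SD, cut at about 23% in these data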;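 note: signal is peak over basal fluorescence ratio across the kinetic read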
# Target sequence (P08912 whole entry, looked up): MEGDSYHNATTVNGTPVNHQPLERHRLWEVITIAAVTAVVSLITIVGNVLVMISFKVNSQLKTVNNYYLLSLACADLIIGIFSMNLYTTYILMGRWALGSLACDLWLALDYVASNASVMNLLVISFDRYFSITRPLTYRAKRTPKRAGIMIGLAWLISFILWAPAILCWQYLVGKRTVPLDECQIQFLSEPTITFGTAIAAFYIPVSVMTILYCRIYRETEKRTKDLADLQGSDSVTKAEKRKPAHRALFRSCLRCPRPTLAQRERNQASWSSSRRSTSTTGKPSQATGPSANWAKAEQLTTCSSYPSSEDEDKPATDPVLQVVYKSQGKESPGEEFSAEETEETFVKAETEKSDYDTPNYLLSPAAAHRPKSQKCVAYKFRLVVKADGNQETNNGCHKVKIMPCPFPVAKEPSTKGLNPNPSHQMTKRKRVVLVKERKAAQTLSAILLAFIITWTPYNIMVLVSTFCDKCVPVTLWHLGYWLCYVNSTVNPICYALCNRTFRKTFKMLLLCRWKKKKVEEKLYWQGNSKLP
# CHRM5 antagonist – human M5 muscarinic receptor antagonists, primary screen, CHO cells, Fluo-8 calcium fluorescence; CHO-hM5 cells, ACh EC80; inhibition, % at 3 µM; actives 0.59% (n = 360,000); Muscarinic acetylcholine receptor M5 (Homo sapiens), P08912;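 active = inhibition above a per-plate cutoff, the mean of that plate's test compounds plus 3 SD, cut at about 27% in these data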;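 note: 0% = acetylcholine EC80 with DMSO and 100% = DMSO without agonist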
# M1 ag – human M1 muscarinic receptor agonists, primary screen, Fluo-8 calcium fluorescence, CHO-K1 cells, HTS; Muscarinic acetylcholine receptor M1 (Homo sapiens), P11229; CHO-K1 hM1, agonist mode; 0% DMSO, 100% acetylcholine EC100; activation, % at 3 µM; actives 0.33% (n = 360,000);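 active = activation above the run's mean compound activation plus 3 SD, cut at about 16% in these data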;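 note: peak over basal fluorescence ratio within a 140 s kinetic read after compound addition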
# CHRM5 PAM – human M5 muscarinic receptor positive allosteric modulators, primary screen, CHO-K1 cells, Fluo-8 calcium fluorescence. CHO-K1 hM5, ACh EC20 PAM; 0% = ACh EC20, 100% = ACh EC100. activation, % at 3 µM. actives 0.3% (n = 360,000). AID 624038, 2012;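 active = activation above the run cutoff, the mean activation of all test compounds plus 3 SD, cut at about 18% in these data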
#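 System: CHO-K1 hM5 cells. Reagent: acetylcholine, EC20 level. Compound dosing: single dose, 3 µM nominal final test concentration. Timing: Post-acetylcholine fluorescence recording 140 s. Detection: Fluo-8 calcium fluorescence. Read-out: % activation, ACh-normalized. Benchmarks: ACh EC20 and EC100 wells. Repeats: singlicate, one well per test compound.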
# CHRM1 PAM – human M1 muscarinic receptor positive allosteric modulators, primary screen, CHO-K1 cells, Fluo-8 calcium fluorescence, 1536-well; activation, % at 3 µM; CHO-K1 hM1, ACh EC20; 0% = ACh EC20, 100% = maximal ACh; Muscarinic acetylcholine receptor M1 (Homo sapiens), P11229; actives 0.088% (n = 360,000); in the data active = activation above about 19%, passing the limit was not always enough
# TAAR1 agonist – human TAAR1 agonists, primary screen, Fluo-8 calcium fluorescence, CHO RD-HGA16 cells. actives 0.99% (n = 360,000). activation, % at 3 µM. AID 624467, 2012. Trace amine-associated receptor 1 (Homo sapiens), Q96RJ0. vehicle wells 0%, saturating PEA agonist 100%;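 active = activation above the mean activation of all test compounds in the run plus 3 SD, cut at about 38% in these data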
#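 Test system: RD-HGA16 (CHO) cells co-expressing Gα16 and hTAAR1 / Benchmarks: DMSO vehicle as 0%, PEA at EC100 as 100% / Repeats: no replicates (n 1) / Measure: % activation from peak over basal fluorescence ratio, DMSO-to-PEA scaled / Timing: 17-24 h plating, Fluo-8 75 min 37 °C, 30 min RT / Technique: kinetic Fluo-8 calcium fluorescence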
# CHRM1 antagonist – human M1 muscarinic receptor antagonists, primary screen, CHO-K1 cells, Fluo-8 calcium fluorescence, 1536-well | CHO-K1 hM1, ACh EC80 antagonist | inhibition, % at 3 µM | actives 1.3% (n = 360,000) | AID 588852, 2011;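 active = percent inhibition above its own plate's cutoff, namely the mean of that plate's compound wells plus 3 SD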;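 note: peak over basal fluorescence ratio during 140 s after agonist addition; 0% = ACh EC80 plus DMSO and 100% = DMSO alone without agonist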
# CHRM4 antagonist – human M4 muscarinic receptor antagonists, primary screen, CHO cells, Fluo-8 calcium fluorescence. Muscarinic acetylcholine receptor M4 (Homo sapiens), P08173. CHO-hM4 cells, ACh EC80. inhibition, % at 3 µM. actives 0.73% (n = 360,000);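 active = inhibition above its plate's cutoff, the mean inhibition of sample wells plus 3 SD, cut at about 27% in these data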;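 note: 0% = acetylcholine EC80 with DMSO and 100% = DMSO without agonist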
# Starred values were filed as active, the others as inactive; x = no result given. Only part of the results is shown; count on the stated rates, not on these rows.
# Second line of a record: CHRM4 agonist, CHRM5 agonist, CHRM5 antagonist, M1 ag, CHRM5 PAM, CHRM1 PAM, TAAR1 agonist, CHRM1 antagonist, CHRM4 antagonist
CN1OC[C@@H]2COc3ccc4ccccc4c3[C@@H]21
    1.8, -1.1, 1.3, -5.6, -5.6, 7.2, 6.7, -7.5, -3.9
COC(=O)C1=C(c2cccc(OCc3ccccc3)c2)C[C@@H]2CC[C@H]1N2C(=O)NCc1ccc(N(C)C)cc1
    -0.1, -4.7, 8.6, -10.1, -9.6, 2.7, 2.2, 3.1, 8.1
COC(=O)C1=C(c2ccc(S(C)(=O)=O)cc2)C[C@@H]2CC[C@H]1N2C(=O)NCc1cccc2ccccc12
    1.1, -6.4, 20.8, -11.8, -4.1, 7.0, 3.6, -3.3, -6.3
COC(=O)COc1ccc(/C=C2\C(=O)NC(=S)N(c3ccc(C)cc3)C2=O)cc1OC
    1.2, -2.0, 5.9, -1.1, -2.5, 2.9, 1.9, 1.7, 3.6
COc1ccc(NP(=O)(Oc2ccccc2OC)Oc2ccccc2OC)cc1
    10.5, 2.9, 21.6, -1.5, -18.3, -16.7, 16.7, 20.3, 21.5
O=C(Nc1ccc(Cl)cc1C(=O)c1ccccc1)c1ccccc1
    -1.7, -3.2, -1.4, -5.1, 4.2, -0.5, 14.5, -3.7, -0.9
O=c1c2ccccc2[nH]c(=S)n1-c1ccc(Br)cc1
    1.2, 0.3, 4.5, -7.6, 3.8, 0.0, 1.1, 2.4, 15.7
COC(=O)c1ccccc1OP1(=O)COc2ccccc2OC1
    0.7, -0.1, -0.8, -3.5, -0.4, 4.3, 4.3, -10.3, -7.5
CCn1cc(C(=O)N2CCC3(CC2)OCCO3)c(=O)c2cc(S(=O)(=O)N3CCCC3)ccc21
    0.3, -0.8, -7.9, -7.1, 1.7, 5.9, 2.6, -5.3, -5.6
Cc1cc(=O)oc2cc3c(cc12)CCCN3
    1.5, -1.5, 5.1, -5.4, -4.2, 5.3, -1.9, -6.9, -15.1
COc1ccccc1N1C(=O)NC(=O)/C(=C\c2cnn(-c3ccccc3)c2)C1=O
    0.8, -0.1, -10.7, -2.4, 2.5, -7.1, 16.6, 7.1, -2.4
CNS(=O)(=O)c1ccc(N=Cc2c(O)n(-c3cccc(C)c3)c(=O)[nH]c2=O)cc1
    0.8, 0.0, -12.4, -8.9, 10.2, 8.0, 10.8, -8.3, -2.5
C[N+](C)(C)Cc1ccccc1
    6.7, 89.4*, 64.5*, 75.6*, -20.3, -29.3, 3.1, 55.6, -10.6
O=c1[nH]c(=O)n(CCc2ccccc2)c(O)c1/C=N/N1CCOCC1
    1.3, -2.9, 2.0, -2.6, -5.3, 9.4, 7.5, -11.8, -7.1
Nc1ccccc1Cl
    -0.4, 3.3, 1.9, -0.8, 7.0, 9.8, 0.2, -14.3, -7.4
Cc1cc(OC(C)C(=O)NCc2ccncc2)c2c3c(c(=O)oc2c1)CCC3 (stereo not drawn)
    -0.2, -7.5, 23.4, -2.7, -5.5, 6.4, -0.9, -8.1, 1.3
COc1ccc(CCNC(=O)c2c(N)n(CCN3CCOCC3)c3nc4ccccc4nc23)cc1OC
    17.1, 0.2, 34.5*, -1.5, -14.5, -11.3, 4.1, 24.4, 17.8
CC/C(=N\NC(=O)c1ccccc1O)c1c(O)n(Cc2ccccc2)c(=O)[nH]c1=O
    1.5, 3.2, 7.9, -0.6, -1.5, 2.5, -0.1, -10.8, -10.0
O=C(Nc1ccccc1F)OC1CN2CCC1CC2 (stereo not drawn)
    0.2, -18.8, 9.9, -7.3, -21.8, -16.3, 1.2, 23.8, 13.6
Nc1ccc(Cl)cc1C(=O)c1ccccc1Cl
    -2.2, -3.3, -6.1, -4.6, -1.6, 11.0, 15.8, -6.2, -7.5
CCOC(=O)[C@@]12C(=O)C(=O)N[C@]1(c1ccccc1)C1OCCCC12 (stereo partly drawn)
    3.2, 1.9, 11.0, -4.7, -4.7, 5.1, 2.8, -2.3, 2.1
O=C(Nc1ccc(Cl)cc1C(=O)c1ccccc1Cl)c1ccco1
    0.2, 2.5, -0.3, -3.4, 1.7, 3.8, 5.4, -2.8, -0.2
Cn1c(O)c(C=NCCN2CCN(C(=O)Nc3ccccc3)CC2)c(=O)n(C)c1=O
    0.5, -4.5, 9.4, -4.3, 3.2, 11.2, -0.5, -14.6, 0.2
CCOP(=O)(C#CC(C)(C)C)C(C)(O)c1ccccc1 (stereo not drawn)
    0.1, 0.1, -9.3, -2.6, -3.5, 4.3, 0.7, -22.4, -1.7
CCOC(=O)[C@]12Cc3cc(Cl)ccc3[C@H]1N(C)C(=O)c1cc(OC)ccc12
    -0.2, 0.7, -0.9, x, -2.5, x, 6.0, x, -14.3
CCOCN(C(=O)CCl)c1c(C)cccc1CC
    -0.2, -0.7, 13.0, -3.0, 3.6, 6.7, -1.1, -7.0, -0.5
C=CCn1c(O)c(C(C)=NCCO)c(=O)[nH]c1=O
    -0.2, 2.7, 3.0, -0.1, -3.9, 5.1, 10.4, -6.7, -4.7
Cc1cc(NC(=O)C(Cl)(Cl)Cl)no1
    7.3, 2.3, 6.2, -0.9, -6.0, -3.1, 9.7, 0.1, 1.8
O=C(c1cccnc1)N1Cc2ccccc2-n2nncc2C1
    1.5, -0.7, 3.8, -2.5, -0.4, 8.9, 0.3, -17.5, -23.2
CS(=O)(=O)N1CCN(C(=N)N[N+](=O)[O-])CC1
    0.5, 0.3, -8.9, -6.2, 1.5, 12.7, 0.2, -5.0, 1.7
NC(=O)CN1C2CCC1CC(NC(=O)C1CC1)C2 (stereo not drawn)
    0.8, -0.3, -1.2, -4.4, 0.9, 9.1, 5.3, -12.9, 5.6
Cn1cc(CCC(=O)N2CCC3(CC2)OCCO3)c2ccccc21
    -0.6, 0.6, -5.2, -2.3, -1.3, 3.9, -1.1, 9.0, -4.2
CC(C)(Cl)[N+](=O)[O-]
    0.2, 3.2, -2.1, -0.5, -0.5, 8.6, 1.7, -13.2, -0.7
CN1/C(=C\C=C2C(=O)NC(=O)NC2=O)C(C)(C)c2ccccc21
    17.4, 13.7, 9.9, 28.6*, -17.7, -9.3, 85.8*, 15.1, 9.9
COC(=O)N(c1ccc(OC)cc1)P1(=S)OCCC(C)O1 (stereo not drawn)
    -0.3, -0.6, -1.9, -3.1, 0.2, 4.3, -2.3, 0.4, 1.8
COCC(=O)N1Cc2ccccc2-n2nncc2C1
    0.8, 1.1, 3.3, -5.9, 2.2, 10.4, 2.1, -17.4, 4.0
Cc1cc(C=O)c(C)n1C1CCCCC1
    0.2, -1.2, 3.4, -4.0, 0.7, 6.0, 6.2, -11.0, 0.1
COc1ccc(O)c(C(C)(C)C)c1
    1.1, -1.4, -3.2, -4.0, 0.3, 10.0, -2.4, -35.0, -7.1
COC(C)(C)CCCC(C)C/C=C/C(C)=C/C(=O)OC(C)C (stereo not drawn)
    0.5, 1.2, -3.0, -5.1, 0.2, -0.1, -0.4, -6.8, -9.4
CCOC(=O)CC1=C(C(=O)OCC)C2(C(=O)Nc3ccccc32)C(C#N)=C(N)O1 (stereo not drawn)
    0.9, -5.1, -3.3, -1.6, -2.3, 7.3, 9.1, -12.7, 0.9
CCN(CC)C(=O)c1ccc(NC(=O)c2c(C)noc2C)cc1
    2.2, -0.7, 1.2, 7.8, 10.7, 16.8, 7.0, 6.1, -2.9
Cc1ccc(-n2c(O)c(C=NCCN3CCNCC3)c(=O)[nH]c2=S)cc1
    0.3, -6.1, -5.6, -4.0, 6.6, 10.5, 2.2, -17.2, -11.3
CCOP(=O)(OCC)C(NC(=O)c1ccc(Cl)cc1)=C(Cl)Cl
    0.2, 3.8, -1.9, -5.3, 1.7, -1.9, 3.3, 3.6, 7.2
COCCCn1c(N)c(C(=O)OCCOC)c2nc3ccccc3nc21
    1.7, 0.4, -0.1, -5.6, -2.3, -3.6, 2.1, -2.8, -7.3
CC(NC(=O)N1CC1(C)C)c1ccccc1 (stereo not drawn)
    -0.1, 1.5, -4.1, -4.4, -2.3, 1.1, 3.6, -5.5, -11.8
CCCCNC(=O)Nc1ccc(C(O)(C(=O)OCC)C(F)(F)F)cc1 (stereo not drawn)
    4.1, 5.2, -4.9, -0.3, -0.2, 8.2, 21.2, -16.6, -7.9
O=C1NC(=O)N(c2ccc3c(c2)OCO3)C(=O)/C1=C/c1ccsc1
    0.2, 0.9, 14.6, -1.5, -0.2, 7.3, 10.5, -1.4, -9.6
CC(C)CNP(=S)(c1ccccc1)C(C)(C)C (stereo not drawn)
    -1.8, -3.3, -3.6, -5.6, 1.1, 4.8, 11.2, -19.0, -1.1
COc1ccc(-n2c(O)c(C(C)=NCc3ccc4c(c3)OCO4)c(=O)[nH]c2=O)cc1
    0.3, 7.0, -8.2, 3.6, 16.2, 19.9, 0.4, -26.4, -9.5
Cc1c(C=O)c2ccccc2n1Cc1cccc(F)c1
    0.8, -4.6, 2.4, -3.9, -1.2, 1.9, 0.3, -6.2, 7.9
c1ccc(C(OCCN2CCNCC2)c2ccccc2)cc1
    1.3, -13.4, 11.6, -6.3, -42.8, -20.3, 8.2, 69.7*, 11.2
O=Cc1cn(Cc2cccc([N+](=O)[O-])c2)c2ccccc12
    6.1, -0.2, 3.5, -4.0, -3.7, 12.6, 5.1, -6.5, -4.1
CCCN(CCC)C1CCc2cccc(O)c2C1 (stereo not drawn)
    -1.3, -1.3, 5.6, -7.5, -4.9, -16.7, 2.9, 6.5, 8.0
CCCOc1ccccc1OCC(=O)N1CCN(CC(=O)N2CCOCC2)CC1
    0.9, 1.1, 1.1, -2.1, 5.0, 9.5, 1.9, -19.1, -4.6
Cc1ccccc1-n1c(-c2ccc([N+](=O)[O-])cc2)nc2ccccc2c1=O
    2.3, -9.1, 25.0, -10.3, -20.7, -29.3, 10.0, 49.5*, 24.3
O=C(CN1CCOCC1)c1ccc(Br)cc1
    1.1, -4.7, 2.0, -1.5, 1.1, 18.4, -1.0, -21.0, -9.8
O=C1N(c2cccc(Cl)c2)C(c2cccnc2)N2CCCN12 (stereo not drawn)
    1.0, 1.6, 3.9, -3.5, 6.5, 7.5, 4.5, -3.8, -1.6
